# Screens deposited in PubChem by National Center for Advancing Translational Sciences (NCATS).
# RXFP1 antagonist: qHTS Assay for Antagonists of the Relaxin Receptor RXFP1 | Relaxin receptor 1 (Homo sapiens), Q9HBX9 | HEK293-RXFP1, relaxin-stimulated cAMP HTRF, 30 min; hits give low values | activity change, negative = inhibition, % at 57.5 µM | 0.59% of 350,000 active | AID 1259400, 2018;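 active means activity change of -60% or lower, but not beyond a set lower limit; inconclusive means change between -60% and -40%, or beyond the set limit; inactive means change above -40%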; further: on the % scale 0 is the no-effect control and ±100 the full control effect
# TRHR enhancer: qHTS for Small Molecule Agonists and Allosteric Enhancers of Human TRH Receptor: Primary Screen for Enhancers; TRHR cells, fluo-8 calcium fluorescence, EC20 TRH enhancement; enhancement, % at 2 µM; 0.66% of 360,000 active; in the data active means enhancement above about 30%; further: 0% is about no effect
# Target sequence (P34981 whole entry, looked up): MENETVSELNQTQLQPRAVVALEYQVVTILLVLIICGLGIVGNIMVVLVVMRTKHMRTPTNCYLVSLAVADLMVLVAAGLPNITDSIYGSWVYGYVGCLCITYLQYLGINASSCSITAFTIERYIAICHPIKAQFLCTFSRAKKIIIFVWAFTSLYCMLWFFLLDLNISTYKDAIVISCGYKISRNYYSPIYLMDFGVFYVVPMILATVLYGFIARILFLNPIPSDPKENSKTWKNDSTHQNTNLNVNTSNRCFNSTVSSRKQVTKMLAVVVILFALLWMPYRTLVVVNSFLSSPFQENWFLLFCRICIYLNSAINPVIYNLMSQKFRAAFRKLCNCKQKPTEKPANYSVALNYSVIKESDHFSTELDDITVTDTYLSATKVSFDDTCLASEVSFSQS
#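 TRHR-expressing cells loaded with fluo-8 calcium dye were read kinetically (ex 480/em 530) during compound addition, then stimulated with an EC20 of TRH (10 nM final). Enhancement of the Gq-mediated intracellular calcium response was scored.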
# D2 PAM: HTS Assay for Positive Allosteric Modulators of the Human D2 Dopamine Receptor: Primary Screen for Potentiators | D(2) dopamine receptor (Homo sapiens), P14416 | potentiation, % at 10 µM | 0.34% of 340,000 active | HEK293 T-REx D2, calcium flux, EC20 dopamine potentiation;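 active means potentiation over 3 SD above the plate norm, cut at about 30% in these data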; further: 0% is about no effect
# Target sequence (P14416 whole entry, looked up): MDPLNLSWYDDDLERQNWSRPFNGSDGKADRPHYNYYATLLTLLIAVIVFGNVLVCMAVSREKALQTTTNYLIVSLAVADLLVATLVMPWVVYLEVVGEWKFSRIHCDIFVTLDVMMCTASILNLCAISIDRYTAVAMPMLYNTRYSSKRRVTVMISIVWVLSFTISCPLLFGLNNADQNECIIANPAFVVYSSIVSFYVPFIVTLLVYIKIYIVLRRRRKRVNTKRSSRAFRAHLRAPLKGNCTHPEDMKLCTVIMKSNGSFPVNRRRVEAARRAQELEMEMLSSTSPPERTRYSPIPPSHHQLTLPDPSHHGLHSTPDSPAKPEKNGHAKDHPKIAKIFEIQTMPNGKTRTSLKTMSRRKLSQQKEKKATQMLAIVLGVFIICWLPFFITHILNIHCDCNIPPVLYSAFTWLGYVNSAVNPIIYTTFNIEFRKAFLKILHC
#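 Potentiation of an EC20 dopamine calcium response measured kinetically over 180 s, after a preceding 180 s compound-only read flagging agonists. Cells: inducible Hek293 Trex D2 line, 4000/well, cultured overnight at 30 C before dye loading.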
# D1 ag: Allosteric Agonists of the Human D1 Dopamine Receptor: qHTS; D(1A) dopamine receptor (Homo sapiens), P21728; HEK293 T-REx D1 cells, calcium flux, agonist mode; activation, % at 2 µM; 1% of 360,000 active; in the data active means activation above about 30%; further: 0% is about no effect
#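 Agonism was scored from calcium flux recorded over 180 s (1 read/s) after pintool compound addition, following a 10-cycle baseline. Cells were inducible force-coupled HEK293 TREx D1, plated overnight at 30 C and loaded with no-wash calcium dye.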
# Apoferritin bind: qHTS Assay for Identification of Novel General Anesthetics | apoferritin/1-aminoanthracene competitive binding, fluorescence | Potency, µM (highest dose often 77.5 µM), inactives show at the top dose activity change, negative = displacement, usual class: inhibitors | 0.074% of 350,000 active; further: potency means the concentration at half of the fitted maximal effect; on the % scale 0 is the no-effect control and ±100 the full control effect; nearly all actives have a fitted effect of over 20% in size
# Target sequence (P02791 2-175 limits assumed): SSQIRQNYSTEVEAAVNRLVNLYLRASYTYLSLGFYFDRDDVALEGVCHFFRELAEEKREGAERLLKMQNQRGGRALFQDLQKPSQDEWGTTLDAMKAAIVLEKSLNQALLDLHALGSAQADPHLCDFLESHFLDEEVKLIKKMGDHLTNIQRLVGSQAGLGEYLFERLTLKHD
#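 10 uM apoferritin + 50% sat. 1-AMA, PBS; cpd 10 min RT; Ex380/Em535 endpoint; normalized to free probe vs complex; 4-param Hill fit; propofol titration as pos. ctrl.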
# RXFP1 ag: qHTS Assay for Agonists of the Relaxin Receptor RXFP1. Relaxin receptor 1 (Homo sapiens), Q9HBX9. HEK293T-RXFP1 cAMP TR-FRET, 30 min; response scale: percent of porcine relaxin response, buffer zero. Potency, µM (highest dose often 57.5 µM), for the others: at the top dose activation, hits mostly activators. 0.3% of 370,000 active. AID 2676, 2010; further: potency means the concentration at half of the fitted maximal effect; on the % scale 0 is the no-effect control and ±100 the full control effect; nearly all actives have a fitted effect of over 60% in size; many of its hits are not listed in these tables
#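 cAMP rise read by TR-FRET after 30 min, 37C compound exposure (up to 58 uM) in RXFP1-transfected HEK293 cells with Ro 20174 present. EC50 from Hill-equation fits, with 29 nM porcine relaxin as 100% and buffer as basal.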
# D1 potentiator: Potentiators of Human D1 Dopamine Receptor: qHTS; 0.036% of 360,000 active; HEK293 TREx D1 cells, calcium flux, dopamine EC20 potentiation; AID 504651, 2011; potentiation, % at 10 µM; in the data active means potentiation above about 30%; further: 0% is about no effect
# D1 antag: Antagonist of Human D 1 Dopamine Receptor: qHTS; AID 504652, 2011; 3.2% of 360,000 active; HEK293 TREx D1 cells, calcium flux, dopamine EC80; hits give low values; activity change, negative = inhibition, % at 10 µM; in the data active means activity change below about -30%; further: on the % scale 0 is the no-effect control and ±100 the full control effect
#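 Kinetic fluorescence of a calcium dye serves as the read-out. D1-expressing Hek293 Trex cells, induced overnight at 30 C, are exposed to compound for 180 s before an EC80 dopamine addition, then read 180 s further.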
# TRHR ag: qHTS for Small Molecule Agonists and Allosteric Enhancers of Human TRH Receptor: Primary Screen for Agonists; TRHR cells, calcium flux fluo-8, FDSS agonist mode; activation, % at 2 µM; 0.18% of 360,000 active; in the data active means activation above about 30%; further: 0% is about no effect
#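 Agonist-mode FDSS calcium read (Ex 480/Em 530, 1 s cycles) in 1536-well TRHR cells with fluo-8 dye, after 10-cycle baseline and 23 nL compound addition; TRH at EC20 (10 nM final) added afterwards for the enhancer phase.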
# * marks the source's active call; other numbers are inactive results; ? = inconclusive; / = not tested or not shown; [ ] = another dose, or the depositor's remark. Unless noted, the call rests on the fitted dose curve; in most records, active means well fitted curve in the direction sought with a large enough effect; inconclusive means small, poorly fitted or top-dose-only effect, or another doubt; inactive means no such curve, though single readings can be large; an effect the other way counts as inactive or inconclusive.
# Values in the order: RXFP1 ag, TRHR ag, D2 PAM, TRHR enhancer, RXFP1 antagonist, D1 antag, D1 ag, D1 potentiator, Apoferritin bind
Cc1ccc2c(CN3CCCCC3)cc(=O)oc2c1
→ 2.4%, 0.4, 5, 3, -1, 1, 0, -2, -10%
Cn1c(SCC(=O)NCCc2ccccc2)ncc(C(=O)Nc2ccccc2)c1=O
→ 3.3%, 0.0, -5, -2, 0, 11, 1, -9, /
Cc1ccsc1C(=O)NNC(=O)Nc1ccc(Cl)c(Cl)c1
→ 0.4%, 0.0, -2, 39*, -3, 8, 1, -3, -7%
CO/C(N)=C(\C#N)N=Cc1ccccc1Cl
→ -2.3%, 0.1, 16, 2, -1, 6, 4, 4, -13%
CCOc1ccc(S(=O)(=O)Nc2ccc3c(c2)CCCN3C(=O)c2cccs2)cc1
→ -0.9%, 0.2, 16, 10, -8, 0, 4, 0, -8%
N#Cc1c[nH]n2c(=O)c3c(nc12)CCC3
→ 0.0%, 0.3, 10, 18, -14, 2, 5, 1, 0%
CCOC(=O)C1CCN(c2nc3c(S(=O)(=O)c4ccc(C)c(C)c4)nnn3c3ccc(Cl)cc23)CC1
→ 19%, 0.5, -7, -3, -19, -5, 2, -8, 110%[activator]
CC1=C(C(=O)OC(C)C)C(c2cncc(-c3ccc(F)cc3)c2)C(C#N)=C(N)O1 (stereo not drawn)
→ 3.1%, -0.2, /, 0, -1, 4, 0, -1, -10%
CC(C)CCNC(=O)c1ccc(CS(=O)(=O)Cc2ccccc2F)o1
→ 2.1%, 3.1, 2, 1, 6, -15, 8, -13, -14%
CC(=O)N1CCN(C(=O)c2ccc(C(=O)c3ccccc3)cc2)CC1
→ 3.6%, 0.4, 0, -4, 12, -8, 1, -2, -3%
O=C(COC(=O)/C=C/c1ccc([N+](=O)[O-])cc1)NCc1ccc2c(c1)OCO2
→ -2.6%, -0.7, 2, -13, 11, 1, 3, -1, 0%
CCC1(C)SC(N)=NN1C(C)=O (stereo not drawn)
→ -2.5%, 0.8, 3, 16, 0, 12, 1, 2, 1%
Cc1cccc(N2CCN(C(=O)CCc3c(C)nc4c(c3C)c(=O)n(C)c(=O)n4C)CC2)c1C
→ -1.2%, -0.1, 0, 7, /, 1, 0, 1, 3%
Cc1ccc(NC(=O)c2ccc(NC(=O)C3CCCCC3C(=O)O)cc2)cc1 (stereo not drawn)
→ -0.5%, 0.6, 3, 3, -4, -8, 1, 2, -5%
Cc1ccccc1NC(=O)C1CCN(C(=O)c2ccc(F)cc2)CC1
→ 2.9%, 0.2, 3, -2, -1, 4, 3, -2, 4%
CC(C)n1nnc2ccccc2c1=O
→ -0.6%, 0.0, -5, 8, 17, 8, 0, -4, -6%
c1ccc(CSc2nnc(-c3c[nH]c4ccccc34)o2)cc1
→ 0.1%, -0.3, 2, 6, -14, -23, 2, -6, ?
CC1=NN(C(=O)c2ccc(Cn3nc(C)cc3C)o2)C(O)(C(F)(F)F)C1 (stereo not drawn)
→ -0.3%, 0.4, 0, 1, 9, -4, 1, 5, -15%
CCCCOC(=O)c1ccccc1N1C(=O)C2C3CCC(C3)C2C1=O (stereo not drawn)
→ 1.5%, -0.4, -4, -7, 4, -32*, 5, -12, -4%
Cc1ccc(C2N(c3cccc(Cl)c3)C(=O)C3CCCN32)o1 (stereo not drawn)
→ 1.0%, 0.2, 21, -1, /, -3, 1, /, -12%
CN(C)S(=O)(=O)c1ccc(NC(=O)C2CC(=O)N(Cc3ccccc3)C2)cc1 (stereo not drawn)
→ 0.3%, 0.6, 31*, 5, -34, 5, 2, 1, 1%
COc1ccc(NS(=O)(=O)c2ccc(OC)c(NC(=O)CCC3CCCC3)c2)cc1
→ -2.0%, -1.0, 22, 3, 1, 0, 2, 5, 42%[activator]
Cc1ccccc1C(=O)Nn1c(C)ccc1C
→ 1.9%, -0.1, 16, 5, /, -20, -1, -1, -18%
CCc1ccc(C(C)NC(=O)C2CCCO2)cc1 (stereo not drawn)
→ 2.2%, 0.2, 12, -4, ?, 0, 3, 2, -18%
Cc1cc(C(=O)Nc2ccc(Cl)cc2)c(C)n1Cc1cccs1
→ -0.1%, -0.1, 8, -1, -12, -18, 2, -4, -8%
Cc1[nH]c2ccccc2c1C(=O)CN1CCCC(C)C1 (stereo not drawn)
→ 0.8%, 0.0, 3, -3, -9, -19, 5, -12, -4%
N#C/C(=C\c1ccc2c(c1)OCO2)C(N)=S
→ 12%, -0.5, -2, 1, 1, 4, 1, -2, -1%
O=C(CCNS(=O)(=O)c1ccc(OC(F)(F)F)cc1)N1CCCC1
→ 0.0%, 0.0, -2, -10, 7, -6, 2, -3, /
Cn1c(OCc2cccnc2)nc2c1c(=O)n(Cc1ccccc1)c(=O)n2C
→ -0.4%, 0.5, 5, -4, -9, 10, -4, 0, -11%
COc1cc(OC)c(OC)cc1/C=N/n1c(-c2n[nH]c3c2CCC3)n[nH]c1=S
→ -0.1%, -0.6, 2, 4, 8, -1, 2, 0, 3%

# In a second layout: results already given
molecule	RXFP1 ag	TRHR ag	D2 PAM	TRHR enhancer	RXFP1 antagonist	D1 antag	D1 ag	D1 potentiator	Apoferritin bind
CC(=O)N1CCN(C(=O)c2ccc(C(=O)c3ccccc3)cc2)CC1	3.6%	0.4	0	-4	12	-8	1	-2	-3%
Cc1cccc(N2CCN(C(=O)CCc3c(C)nc4c(c3C)c(=O)n(C)c(=O)n4C)CC2)c1C	-1.2%	-0.1	0	7	/	1	0	1	3%
Cc1ccc(NC(=O)c2ccc(NC(=O)C3CCCCC3C(=O)O)cc2)cc1 (stereo not drawn)	-0.5%	0.6	3	3	-4	-8	1	2	-5%

# Remaining list, next part.
# Values in the order: RXFP1 ag, TRHR ag, D2 PAM, TRHR enhancer, RXFP1 antagonist, D1 antag, D1 ag, D1 potentiator, Apoferritin bind
CCOC(=O)C(Cc1ccccc1)c1ccnc2ncnn12 (stereo not drawn)
→ 0.1%, -1.0, 13, -4, -2, /, 1, -12, -9%
COc1ccc(-c2nc(C)c(CCNC(=O)c3ccco3)s2)cc1
→ -0.3%, -0.5, -1, -7, /, 16, 1, 2, -10%
O=C(CCn1cnc2ccccc2c1=O)Nc1ccc2c(c1)OCCO2
→ 0.1%, -0.1, 6, 0, -1, -18, -1, 18, -3%
CNc1ccccc1C(C)(C)c1cc(-c2cccc(OC)c2)no1
→ 0.5%, -0.9, 0, -1, 0, -2, 5, 5, -5%
Cc1cccc(-n2ncc3c(N4CCCC(C)C4)ncnc32)c1 (stereo not drawn)
→ 5.4%, 0.1, 6, 3, -18, 15, 8, 3, -8%
CCCCOCCCNCC(=O)Nc1ccc(S(N)(=O)=O)cc1
→ -0.3%, 0.2, 13, 11, -6, -23, 3, -9, -9%
COc1ccc(-c2nnc3ccc(SCC(=O)Nc4nccs4)nn23)cc1OC
→ 2.3%, -1.2, 8, -1, 4, 18, 2, -3, 3%
COc1ccc(C(=O)CN2C(=O)NC3(CCCc4ccccc43)C2=O)cc1 (stereo not drawn)
→ 1.4%, -1.3, -4, 2, -16, -24, 12, 0, /
COc1cc(C2=NOC(C(=O)Nc3ccc4c(c3)OCO4)C2)cc(OC)c1OC (stereo not drawn)
→ 2.7%, 0.2, 11, -2, -21, 4, 0, 4, 6%
COc1ccc(C(=O)N2CC(=O)Nc3ccccc32)cc1S(=O)(=O)N1CCOCC1
→ -0.1%, 0.0, 0, 18, -3, -4, 1, -9, -12%
NS(=O)(=O)c1ccc(CCNC(=O)CSc2ccc3ccccc3c2)cc1
→ -0.2%, 0.0, -2, -18, -9, 0, 5, -6, 3%
CC(=O)c1c(C)n(S(=O)(=O)c2ccc(Cl)cc2)c2ccc(NS(=O)(=O)c3ccc(Cl)cc3)cc12
→ 0.7%, -0.3, 12, 8, -2, 0, 2, 9, -6%
CC(C)(C)n1nnnc1SCC(=O)Nc1nn(-c2ccccc2)nc1C(N)=O
→ 15%, -1.0, 4, -5, -12, -4, 0, 0, ?
COc1ccc(CNC(=O)c2cccnc2)cc1
→ 0.6%, -0.7, -3, 9, -1, 3, 8, -1, -4%
O=C(c1ccc2nc(-c3ccco3)c(-c3ccco3)nc2c1)N1CCN(c2ncccn2)CC1
→ 0.2%, -0.1, 6, 10, -2, -6, 2, -4, 107%[activator]
O=C(Cn1ccsc1=NC(=O)C(F)(F)F)c1ccccc1
→ -2.3%, -1.1, 10, 5, -7, -5, 1, -9, -15%
C=CCNC(=S)N1CCC(C(N)=O)CC1
→ -3.1%, 0.2, 7, -1, -21, -3, 5, -1, 3%
O=C1N(CN2CCN(Cc3ccccc3)CC2)c2ccccc2C12OCCCO2
→ -0.3%, 0.5, 4, -9, -21, 0, 3, 0, -3%
Cc1ccccc1NC(=O)Cc1nc(COC(=O)c2cc([N+](=O)[O-])ccc2N)cs1
→ -0.1%, -0.1, -1, 9, -6, -25, 1, -8, -15%
CC1=CC(=O)C=C/C1=C(/c1ccc(O)cc1C)c1ccccc1S(=O)(=O)O
→ -2.3%, 0.7, -8, 7, -5, -4, 1, -3, /
CCCCN(C1CCS(=O)(=O)C1)S(=O)(=O)c1cc(C)ccc1C (stereo not drawn)
→ -0.8%, -0.1, -3, -4, 0, -5, 1, -4, /
COC(=O)CC1C(=O)NCCN1C(=O)CSc1nnnn1-c1ccc(OC)cc1 (stereo not drawn)
→ 2.7%, -0.3, 5, 3, -10, 1, 2, -2, -4%
CC1CCN(C(=O)C2CCN(C(=O)c3ccc(C(C)(C)C)cc3)CC2)CC1
→ 0.6%, -0.9, -13, -1, 6, -7, 0, 0, -8%
NS(=O)(=O)c1ccc(CNC(=O)CNC(=O)Cc2ccccc2)cc1
→ 1.2%, 1.8, 7, 1, -1, -8, 2, -1, 13%
CC1CCCCC1NC(=O)c1cn(C)c2ccc(S(=O)(=O)N3CCCC3)cc2c1=O (stereo not drawn)
→ 1.0%, 0.5, /, -8, -6, -11, 2, -2, 4%
COc1ccc(CCn2c(-c3cccc([N+](=O)[O-])c3)nc3nc4ccccc4nc32)cc1OC
→ 3.8%, -0.2, 3, -4, 2, -4, 1, -9, -7%
CCCc1ccc(O)c(N=Cc2cc(Br)cc(OCC)c2O)c1
→ -4.1%, 4.7, 10, 3, ?, 11, 7, 5, ?

# Some of the compounds tested; count on the stated rates, not on these rows.
